# Assay outcomes (PubChem BioAssay)
# KCNH2 WT inh – qHTS for Inhibitors of KCHN2 3.1: Wildtype qHTS; Voltage-gated inwardly rectifying potassium channel KCNH2 (Homo sapiens), Q12809; hit rate 0.37% among 340,000; AID 720551, 2013; activity change, % at 1.84 µM; U2OS, BacMam KCNH2, thallium flux FluxOr; stronger effect = lower value;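 active = maximum activity change below -70%; inconclusive = maximum activity change between -70% and -50%; inactive = maximum activity change above -50%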; note: % is set by controls: 0 for no effect and ±100 for the full control effect
# Target sequence (Q12809 whole entry, looked up): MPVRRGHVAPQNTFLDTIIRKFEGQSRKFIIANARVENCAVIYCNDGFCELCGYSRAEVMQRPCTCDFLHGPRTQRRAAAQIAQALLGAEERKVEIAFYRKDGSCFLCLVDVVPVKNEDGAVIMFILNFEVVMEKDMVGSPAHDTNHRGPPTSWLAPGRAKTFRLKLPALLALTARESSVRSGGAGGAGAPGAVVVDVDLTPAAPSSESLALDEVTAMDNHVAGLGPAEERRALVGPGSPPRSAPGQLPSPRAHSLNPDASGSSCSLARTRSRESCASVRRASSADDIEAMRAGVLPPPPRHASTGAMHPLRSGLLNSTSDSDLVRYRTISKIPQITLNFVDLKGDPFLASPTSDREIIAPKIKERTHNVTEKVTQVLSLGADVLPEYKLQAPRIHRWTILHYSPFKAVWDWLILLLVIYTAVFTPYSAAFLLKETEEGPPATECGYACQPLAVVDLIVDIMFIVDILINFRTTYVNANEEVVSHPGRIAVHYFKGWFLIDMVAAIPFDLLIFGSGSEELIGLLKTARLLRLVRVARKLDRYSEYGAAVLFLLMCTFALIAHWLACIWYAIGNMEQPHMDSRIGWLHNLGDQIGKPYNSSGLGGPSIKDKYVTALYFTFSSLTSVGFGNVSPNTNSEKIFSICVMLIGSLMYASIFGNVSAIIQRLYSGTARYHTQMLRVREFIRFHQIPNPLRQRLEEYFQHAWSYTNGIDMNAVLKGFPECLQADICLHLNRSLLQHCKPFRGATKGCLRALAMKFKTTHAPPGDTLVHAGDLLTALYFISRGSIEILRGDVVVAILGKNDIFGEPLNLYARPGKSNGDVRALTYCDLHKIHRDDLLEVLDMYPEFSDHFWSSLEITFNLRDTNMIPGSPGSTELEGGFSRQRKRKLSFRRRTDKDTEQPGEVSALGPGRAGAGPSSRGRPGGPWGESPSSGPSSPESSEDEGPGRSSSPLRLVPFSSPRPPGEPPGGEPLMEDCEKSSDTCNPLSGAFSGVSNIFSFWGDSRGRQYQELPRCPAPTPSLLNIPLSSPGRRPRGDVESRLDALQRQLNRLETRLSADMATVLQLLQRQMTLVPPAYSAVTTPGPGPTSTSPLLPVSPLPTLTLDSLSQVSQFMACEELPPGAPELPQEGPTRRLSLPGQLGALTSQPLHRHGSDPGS
#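 U2OS cells transduced with wild-type KCNH2 virus are loaded with FluxOr dye for 45 min, and thallium flux is measured in kinetic reads before and after stimulation buffer. Rate constants are normalized to DMSO controls.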
# Giardia killer – Small Molecules that selectively kill Giardia lamblia: qHTS; Giardia lamblia trophozoite viability; activity change, % at 7.66 µM, hits read low; hit rate 0.15% among 340,000; in the data active = activity change below about -80%; inconclusive = between about -30% and that limit;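 note: parasites exposed to compound for two days anaerobically before the ATP read; % is set by controls: 0 for no effect and ±100 for the full control effect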
#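 Luminescence from cellular ATP indicates surviving trophozoites (100 cells/well) following 48 hrs anaerobic compound treatment at 37 deg C; signal develops 15-30 min at room temperature.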
# CXXC DNA block – qHTS Fluorescence Polarization Assay for Inhibitors of MLL CXXC domain - DNA interaction. Histone-lysine N-methyltransferase 2A (Homo sapiens), Q03164. MLL-CXXC / FITC-HOXA9 DNA fluorescence polarization. Potency, µM (titrated, usually from 115 µM), for inactives: at the highest dose activity change, negative = inhibition, hits mostly inhibitors. hit rate 0.037% among 290,000. AID 2662, 2010; active = well fitted inhibition curve with a large enough effect in the polarisation, with a control signal flat, not every such curve was filed as active; inconclusive = small, poorly fitted or top-dose-only effect, or effect the other way, or a change in a side signal; inactive = no such curve, though single readings can be large or run the other way; the % refers to the polarisation; note: potency is the fitted concentration of half-maximal effect
#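 Fluorescence polarization: 7 uM MLL-CXXC (stock) preincubated 5 min with compounds, then 50 nM fluorescein-HOX-A9 DNA (stock) added; 30 min ambient. Buffer 50 mM Tris-HCl pH 7.5, 50 mM NaCl, 1 mM DTT, 0.05% BSA.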
# PKM2 act – qHTS Assay for Activators of Human Muscle isoform 2 Pyruvate Kinase | AID 1631, 2009 | Pyruvate kinase PKM (Homo sapiens), P14618 | hit rate 0.34% among 260,000 | purified PKM2, Kinase-Glo ATP luminescence, activation; response scale: 0% is enzyme alone, no compound | Potency, µM (highest dose often 57.5 µM), for inactives: at the top dose activation, usual class: activators; note: potency is the fitted concentration of half-maximal effect; % is set by controls: 0 for no effect and ±100 for the full control effect; nearly all actives have a fitted effect of over 55% in size
#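 Purified hPK-M2 (>95%) run at intermediate activity with 0.1 mM ADP and 0.5 mM PEP in 50 mM imidazole pH 7.2, KCl, MgCl2; 1 h room temperature. ATP formed read by Kinase-Glo luminescence; normalized to uninhibited and no-enzyme controls.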
# Menin-MLL TR inh – qHTS Assay for Inhibitors Targeting the Menin-MLL Interaction in MLL Related Leukemias: Competition With Texas Red Labeled MLL-derived Mutant Peptide. O00255. Menin + Texas Red MLL mutant peptide, fluorescence polarization. Potency, µM (top dose mostly 61.6 µM), for the others: top-dose FP activity change, negative = inhibition, actives largely listed as inhibitors. hit rate 0.23% among 270,000; active = well fitted inhibition curve with a large enough effect in the polarisation, with a control signal flat, not every such curve was filed as active; inconclusive = small, poorly fitted or top-dose-only effect, or effect the other way, or a change in a side signal; inactive = no such curve, though single readings can be large or run the other way; the % refers to the polarisation; note: potency is the fitted concentration of half-maximal effect; % of control where 0% means no effect; many of its hits are not listed in these tables
# B2AR arrestin – qHTS assay of beta-arrestin-biased ligands of beta2-adrenergic receptor. Beta-2 adrenergic receptor (Homo sapiens), P07550. beta-arrestin recruitment to beta2AR, cell-based reporter. Potency, µM (top dose mostly 46.1 µM), for inactives: top-dose activation, most hits filed as activators. hit rate 0.02% among 330,000. AID 492947, 2010;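 note: potency is the fitted concentration of half-maximal effect; 0% = DMSO controls and full agonism = EC100 isoproterenol or metaproterenol; nearly all actives have a fitted effect of over 65% in size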
# TRPV1 agonist – HTS Assay for Compounds that Act as Agonists of the Vanilloid Receptor 1. Transient receptor potential cation channel subfamily V member 1 (Homo sapiens), Q8NER1. TRPV1-expressing cells, Fluo-8 calcium influx, agonist mode. activation, % at 8.33 µM. hit rate 0.19% among 320,000. AID 540275, 2011; in the data active = activation above about 80%; inconclusive = between about 30% and that limit; note: 0% is about no effect
#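 Cells expressing TRPV1 were dye-loaded with Fluo-8 and read kinetically: 10 s baseline, 3 min after compound (agonist portion), then 2 min after EC20 capsaicin (allosteric enhancer portion). Calcium-bound dye fluorescence at 480/520 nm.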
# Coupling enz – qHTS Assay for Inhibitors of Fructose-1,6-bisphosphate Aldolase from Giardia Lamblia: Coupling assay counterscreen; coupling enzyme system counterscreen, AmpLite Red fluorescence; activity change, negative = inhibition, % at 58.2 µM, hits read low; hit rate 0.67% among 290,000; in the data active = activity change below about -30%; note: % is set by controls: 0 for no effect and ±100 for the full control effect
#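 Counterscreen lacking aldolase: glyceraldehyde-3-phosphate coupling-enzyme reagent preincubated 10 min at RT with compound (at 57.5 uM final), then substrate/coupling system with AmpLite Red added; fluorescence read at 525/598 nm after 20 min RT.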
# KCNH2 3.1 inh – qHTS for Inhibitors of KCHN2 3.1: Mutant qHTS. U2OS KCNH2 3.1, thallium flux FluxOr; stronger effect = lower value. activity change, % (tested at about 1.8 µM). hit rate 0.95% among 340,000;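 active = maximum activity change below -70%; inconclusive = maximum activity change from -70% to -50%; inactive = maximum activity change above -50%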;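 note: thallium influx rate constant from kinetic fluorescence after stimulation buffer; % is set by controls: 0 for no effect and ±100 for the full control effect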
#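 FluxOr-based Tl+ influx in U2OS cells transduced with KCNH2 3.1 virus; rate constants normalized to DMSO controls.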
# GALK inhibitor – qHTS Assay for Inhibitors of Human Galactokinase (GALK). Purified GALK, Kinase-Glo residual ATP luminescence. P51570. Potency, µM (series often up to 57.5 µM), for inactives: at the highest dose activity change, negative = inhibition, actives largely listed as inhibitors. hit rate 0.007% among 270,000; note: potency is the fitted concentration of half-maximal effect; % is set by controls: 0 for no effect and ±100 for the full control effect
#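 Luminescence from leftover ATP (Ultra-Glo luciferase/luciferin) served as read-out after a 1 h room-temperature reaction of 5 nM GALK with 35 uM ATP and 100 uM galactose.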
# USP2a block – qHTS Assay for Inhibitors of Ubiquitin-specific Protease USP2a Using CHOP2 as the Reporter | AID 463254, 2010 | USP2 core, Ub-CHOP2 coupled fluorogenic reporter, 485/531 | Ubiquitin carboxyl-terminal hydrolase 2 (Homo sapiens), O75604 | Potency, µM (series often up to 38.3 µM), for the others: at the highest dose activity change, negative = inhibition, actives largely listed as inhibitors | hit rate 0.01% among 330,000;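 note: potency is the fitted concentration of half-maximal effect; plate controls were DMSO wells for no effect and full inhibition by NEM control for full effect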
#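 Cell-free coupled assay: 10nM USP2 core preincubated 30min RT with compound in Tris-HCl pH 8.0/CaCl2/CHAPS buffer, then 25nM Ub-CHOP2 and 25nM reporter substrate; fluorescence (Ex 485/Em 531) read after 60min RT, normalized to NEM inhibition, concentration-response curves fitted.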
# The depositor's hits bear a star; i = inactive; ? = inconclusive; · = not tested or not shown; [ ] = remark or other dose. Unless noted, calls come from the whole dose curve; as a rule, active = well fitted curve in the direction sought with a large enough effect; inconclusive = small, poorly fitted or top-dose-only effect, or another doubt; inactive = no such curve, though single readings can be large; an effect the other way counts as inactive or inconclusive. The list is partial; rates above refer to the full screens.
entry	smiles	KCNH2 WT inh	Giardia killer	CXXC DNA block	PKM2 act	Menin-MLL TR inh	B2AR arrestin	TRPV1 agonist	Coupling enz	KCNH2 3.1 inh	GALK inhibitor	USP2a block
1	Cc1ccccc1N=C1SCC(=O)N1Cc1ccccc1	-5	-4	11%	5%	0%	-1.1%	3	1	4	0%	2%
2	CSc1ncc(C(=O)Nc2ccccc2Cl)c(C)n1	8	-1	17%	·	9%	-0.4%	8	0	-14	·	-1%
3	CCOC(=O)N1CCN(C(=O)c2ccc(CS(=O)(=O)c3c(Cl)cccc3Cl)o2)CC1	3	-14	3%	-15%	-1%	-0.3%	2	1	-6	-1%	1%
4	O=C(/C=C/c1cn(CC(O)CN2CCCCC2)c2ccccc12)c1cccs1 (stereo not given)	36	-11	89%[activator]	-2%	16%	-1.1%	23	1	-10	0%	5%
5	O=C(c1ccccc1)N1CCN(C(=O)c2nn3c(C(F)(F)F)cc(-c4ccccc4)nc3c2Br)CC1	-2	-24	0%	·	-7%	-0.3%	4	1	-8	-4%	-1%
6	CC(/C=C1\SC(=S)N(NC(=O)c2cccc(O)c2)C1=O)=C\c1ccccc1	4	11	1%	9%	31%[activator]	0.7%	21	1	9	·	0%
7	CCOC(=O)c1ccc(NC(=O)NC2CC3CCC(C2)N3Cc2nnnn2Cc2ccco2)cc1 (stereo not given)	1	-11	-4%	0%	26%	-0.3%	-3	0	-14	·	1%
8	Cc1ccc(CN2C(=O)c3ccccc3NC2c2cc(Br)ccc2O)cc1 (stereo not given)	-2	20	2%	·	72%[activator]	0.3%	15	-4	-5	8%	3%
9	CCOC(=O)C1CCN(C(=O)c2cc3ccccc3oc2=O)CC1	-6	41[activator]	27%	5%	-2%	0.0%	6	2	26	-1%	5%
10	CC1(C)Cc2c(sc(NC(=O)/C=C/C(=O)O)c2C#N)CO1	4	-1	-9%	-15%	·	-0.5%	-2	2	1	1%	0%
11	O=C(COC(=O)C1CC2C=CC1C2)Nc1ccc2c(c1)OC(F)(F)O2 (stereo not given)	-4	-5	-1%	7%	19%	-0.6%	29	0	-7	-1%	3%
12	COc1cccc(CC(=O)OCC(=O)NCC(=O)Nc2cccc(C)c2C)c1	1	-26	·	·	·	-0.4%	-2	·	10	·	0%
13	O=C(COC(=O)c1cccc([N+](=O)[O-])c1)NCC1CCCO1 (stereo not given)	3	7	-7%	·	11%	-0.1%	-3	4	-13	1%	-1%
14	CCN(CC)C(=O)Cn1cc(SCC(=O)NC)c2ccccc21	3	-4	-4%	0%	-1%	0.5%	1	0	10	7%	3%
15	CCCOc1ccccc1Nc1nnc(C)c(=O)[nH]1	-2	10	18%	0%	9%	-2.1%	1	1	6	-3%	1%
16	CN1CCN(c2ncnc3scc(-c4ccccc4Cl)c23)CC1	19	-18	-12%	3%	-12%	0.0%	3	-1	-17	14%	2%
17	CCCCCNC(=O)CN(c1ccc2c(c1)OCO2)S(C)(=O)=O	-4	4	-6%	13%	-4%	0.1%	0	3	-23	·	-1%
18	Cc1c(C(=O)N2CCOCC2)[nH]c2ccc(OCc3ccccc3)cc12	2	1	-5%	-15%	·	-1.5%	-3	-17	-8	-1%	-4%
19	Cc1ccc(O)c(-c2cc(C(F)(F)C(F)F)nc(-c3ccccc3)n2)c1	1	-9	5%	0%	·	0.1%	·	1	9	0%	1%
20	COc1ccccc1-c1nnc(NC(=O)c2ccc(S(=O)(=O)N(C)Cc3ccccc3)cc2)o1	17	-4	0%	-1%	?	-0.3%	1	-11	13	-2%	2%
21	COc1ccc(CCNc2oc(Cc3cccc4ccccc34)nc2C#N)cc1OC	-3	7	11%	8%	-17%	-0.1%	-8	-5	-6	-1%	-3%
22	C=CCC1(CC=C)CCCN1C(=O)CC1C(=O)NCCN1Cc1cc(OC)cc(OC)c1 (stereo not given)	-7	13	10%	-1%	-26%	4.8%	-1	-5	-4	-1%	-1%
23	O=S(=O)(c1ccccc1)N(Cc1ccc(Cl)cc1)c1ccncc1	-13	5	0%	?	-22%	0.5%	-3	2	-8	15%	2%
24	Cn1c(=O)c(=O)n(C)c2cc(S(=O)(=O)N3CCN(C4CCCCC4)CC3)ccc21	2	11	-2%	-18%	13%	-0.7%	2	-1	5	2%	2%
25	O=C(COC(=O)c1ccc(Br)o1)NCC(=O)Nc1ccc(F)cc1	3	8	·	·	·	-0.1%	-2	·	13	·	0%
26	CC(C)(C)NC(=O)CSc1nnc(-c2ccncc2)n1Cc1ccccc1	3	-23	-2%	2%	2%	-0.2%	-4	4	-14	-3%	0%
27	CCCCn1c(N)c(S(=O)(=O)c2ccc(C)cc2)c2nc3ccccc3nc21	i	-10	2%	17%	-9%	-0.2%	10	-7	-4	·	1%
28	O=C(CCc1nc2ccccc2c(=O)[nH]1)N1CCCc2ccccc21	2	6	·	·	·	-1.0%	-1	·	-30	·	2%
29	N#C/C(=C\c1ccc[nH]1)C(=O)NCC1CCCO1 (stereo not given)	1	-12	-3%	-1%	·	-1.1%	5	3	6	3%	1%
30	C=CCn1c(NCc2ccc(OC)cc2)nc2ccccc21	1	-23	6%	-1%[11.5 µM]	0%	-0.7%	1	0	-7	6%	1%
31	COc1ccc(-c2nc(CS(=O)CC(=O)NC3CCC(C)CC3)c(C)o2)cc1OC (stereo not given)	-13	4	0%	·	·	0.5%	0	·	-16	-3%	4%
32	Cc1ccc(-c2nnnn2CS(=O)(=O)c2ccccc2)cc1	-6	0	-9%	-6%	11%	-0.3%	6	0	1	2%	2%
33	O=C(Nc1ccc(Cl)cn1)c1cccc(F)c1	1	-1	0%	-32%	12%	-0.3%	?	-2	3	0%	-1%
34	COc1cccc(CCNC(=O)CCCC(=O)c2ccccc2)c1	4	3	9%	·	-4%	0.2%	1	-1	15	2%	2%
35	O=C(CCCN1C(=O)S/C(=C\C=C\c2ccccc2)C1=O)Nc1ccc(O)cc1	4	-10	7%	-1%	0%	0.2%	27	2	-9	-2%	-2%
36	CCc1nnc(NC(=O)Cn2c(=O)oc3ccccc32)s1	-2	7	1%	10%	5%	0.1%	4	-3	3	3%	0%
37	COc1ccccc1CCNC(=O)C(=O)NCC1OCCN1S(=O)(=O)c1ccc(C)cc1 (stereo not given)	-1	11	·	-2%	2%	0.1%	-2	-1	-7	·	-1%
38	S=C(NCc1ccc(Cl)cc1)NC12CC3CC(CC(C3)C1)C2	-14	-17	-1%	-2%	-7%	-0.6%	18	-2	-10	-1%	0%
